LDHA block = inhibitors of human lactate dehydrogenase A. activity change, % (values are at about 110 or 230 µM). purified LDHA, NADH/diaphorase-resazurin fluorescence; active compounds read low. 480,000 tested, 0.15% active. P00338; in the data active means activity change below about -30%; inconclusive means mostly about -25% to -30%;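 further: plate controls were DMSO wells for no effect and wells without enzyme for full effect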
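Enzyme activity of human lactate dehydrogenase 5 (2 nM; 0.06 mM NADH, 0.2 mM pyruvate, 5 min, RT) is measured via a resazurin/diaphorase fluorescence readout of residual NADH.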
RXFP1 ag = agonists of human relaxin receptor RXFP1. Q9HBX9. 370,000 tested, 0.3% active. Potency, µM (doses to about 57.5 µM), without a hit: at the top dose activation, hits mostly activators. HEK293T-RXFP1 cAMP TR-FRET, 30 min; response scale: percent of porcine relaxin response, buffer zero; further: potency means the concentration at half of the fitted maximal effect; on the % scale 0 is the no-effect control and ±100 the full control effect; nearly all actives have a fitted effect of over 60% in size; many of its hits are not listed in these tables
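cAMP rise read by TR-FRET after 30 min, 37C compound exposure (up to 58 uM) in RXFP1-transfected HEK293 cells with Ro 20174 present. EC50 from Hill-equation fits, with 29 nM porcine relaxin as 100% and buffer as basal.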
Vif-APOBEC3F blk = inhibitors of Vif-A3F interaction. 390,000 tested, 0.2% active. HeLa A3F-eYFP + Vif (tagged APOBEC3F with the HIV-1 protein that degrades it), YFP fluorescence increase. Potency, µM (top dose mostly 46.1 µM), inactives show top-dose activity, negative = active; further: potency means the concentration at half of the fitted maximal effect; % of control where 0% means no effect; nearly all actives have a fitted effect of over 65% in size
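HeLa cells stably expressing A3F-eYFP plus Vif, plated and incubated overnight at 37 deg C, then exposed to compounds overnight at 37 deg C. Blocked degradation read as raised yellow fluorescence (Ex 488/Em 500-530).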
PI4K2A inh = PI4K2A (human) kinase inhibition; purified PI4K2A, ADP-Glo luminescence, 1 h; active compounds read low; activity change, negative = inhibition, % at 76.9 µM; 420,000 tested, 0.13% active; AID 1346378; in the data active means activity change below about -50%; inconclusive means mostly about -30% to -49%;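 further: -100% = wells without enzyme as full effect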
Target sequence (Q9BTU6 whole entry, looked up): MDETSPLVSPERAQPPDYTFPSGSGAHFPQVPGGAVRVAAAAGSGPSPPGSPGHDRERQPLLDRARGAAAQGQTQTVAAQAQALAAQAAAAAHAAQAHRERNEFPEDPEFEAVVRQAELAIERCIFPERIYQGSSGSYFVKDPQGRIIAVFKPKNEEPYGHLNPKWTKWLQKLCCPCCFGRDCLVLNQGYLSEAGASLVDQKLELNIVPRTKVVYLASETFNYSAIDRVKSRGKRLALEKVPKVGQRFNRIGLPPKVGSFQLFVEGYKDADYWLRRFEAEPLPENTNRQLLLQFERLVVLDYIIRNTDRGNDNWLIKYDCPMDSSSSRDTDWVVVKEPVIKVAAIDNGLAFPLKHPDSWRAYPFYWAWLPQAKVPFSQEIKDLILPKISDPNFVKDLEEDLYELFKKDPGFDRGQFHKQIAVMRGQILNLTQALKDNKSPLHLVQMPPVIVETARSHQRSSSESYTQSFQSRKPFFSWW
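Compounds are screened against recombinant PI4K2A using PI as substrate and ATP, the latter dispensed at 300 microM. Reactions run one hour at ambient temperature before ADP-Glo detection; full inhibition defined by wells lacking enzyme.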
USP1-UAF1 inh = blocks the human USP1/UAF1 deubiquitinase complex; recombinant USP1/UAF1, Ub-Rhodamine cleavage fluorescence; 390,000 tested, 0.23% active; AID 743255; Potency, µM (doses to about 57.1 µM), without a hit: at the top dose activity change, negative = inhibition, most hits filed as inhibitors; further: potency means the concentration at half of the fitted maximal effect; on the % scale 0 is the no-effect control and ±100 the full control effect; nearly all actives have a fitted effect of over 60% in size; inactives centre near -12
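USP1/UAF1 complex at 1 nM was preincubated with compound for 15 min at room temperature, then Ub-Rho substrate (150nM final) was added. Fluorescence (480/540 nm) was read kinetically, 6 reads every 60 seconds.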
TrxR1 substrate = substrates of rat thioredoxin reductase 1; O89049; AID 588456; 390,000 tested, 0.01% active; purified TrxR1 substrate turnover, NADPH consumption readout; Potency, µM (top dose mostly 114 µM), for inactives: top-dose activity change, negative = substrate turnover; further: potency means the concentration at half of the fitted maximal effect; on the % scale 0 is the no-effect control and ±100 the full control effect; nearly all actives have a fitted effect of over 50% in size
Target sequence (O89049 whole entry, looked up): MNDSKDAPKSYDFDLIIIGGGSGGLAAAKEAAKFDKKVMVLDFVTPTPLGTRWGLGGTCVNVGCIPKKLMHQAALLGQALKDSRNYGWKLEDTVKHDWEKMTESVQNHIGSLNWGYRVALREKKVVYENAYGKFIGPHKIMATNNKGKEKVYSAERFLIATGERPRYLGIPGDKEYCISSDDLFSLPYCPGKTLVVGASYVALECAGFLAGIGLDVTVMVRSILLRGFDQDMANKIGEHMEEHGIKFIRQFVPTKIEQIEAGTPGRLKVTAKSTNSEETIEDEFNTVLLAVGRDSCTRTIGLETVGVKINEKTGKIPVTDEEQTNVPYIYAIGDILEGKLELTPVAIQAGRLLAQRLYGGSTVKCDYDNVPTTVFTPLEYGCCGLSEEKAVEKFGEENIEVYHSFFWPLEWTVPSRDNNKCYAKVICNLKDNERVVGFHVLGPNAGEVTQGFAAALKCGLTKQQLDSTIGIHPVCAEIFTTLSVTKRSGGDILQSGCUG
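Rat TrxR1, dispensed at 90 nM, was prereduced with 400 uM NADPH (final) for 5 min at ~22 deg C, then incubated with compound 15 min before 400 uM selenite. A first-read NADPH fluorescence drop versus no-compound background flagged substrates.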
Glioma ERSR ind = inducers of ER stress response in human glioma cells | Potency, µM, inactives show at the top dose activation, actives largely listed as activators | U87-MG GRP78 promoter luciferase reporter, 16 h | AID 602332 | 420,000 tested, 0.02% active; further: potency means the concentration at half of the fitted maximal effect; series mostly up to about 76 µM; % of control where 0% means no effect; nearly all actives have a fitted effect of over 35% in size
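ERSR induction read as luciferase luminescence (Bright-Glo, 10 min at room temperature) in stably transfected human U87-MG glioma cells exposed to compounds for 16 h, using GRP78 as sensor.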
mIDH1 inhibitor = blocks human mutant IDH1 R132H enzyme | 390,000 tested, 0.093% active | Potency, µM (top dose mostly 76.6 µM), for inactives: at the top dose activity change, negative = inhibition, usual class: inhibitors | O75874 | IDH1-R132H enzyme, NADPH consumption, diaphorase/resazurin fluorescence | AID 602179; further: potency means the concentration at half of the fitted maximal effect; on the % scale 0 is the no-effect control and ±100 the full control effect; nearly all actives have a fitted effect of over 65% in size
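IDH1-R132H (0.5 ug/mL dispensed) in pH 7.5 Tris buffer was preincubated 30 min with compound, then given a substrate mix of 0.016 mM NADPH and 2 mM alpha-KG for 80 min at room temperature; remaining NADPH was read by diaphorase/resazurin fluorescence.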
Vif-A3G inh = Vif-A3G binding inhibition; Q9HC16; Potency, µM (doses to about 46.1 µM), for inactives: at the highest dose activity, negative = active, hits mostly inhibitors; HeLa A3G-eYFP + Vif (tagged APOBEC3G with the HIV-1 protein that degrades it), YFP fluorescence, overnight; AID 602310; 410,000 tested, 0.076% active;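 further: potency means the concentration at half of the fitted maximal effect; on the % scale 0 is the no-effect control and ±100 the full control effect; nearly all actives have a fitted effect of over 60% in size; hits raise eYFP signal because A3G escapes Vif-driven loss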
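Read-out is eYFP fluorescence (Ex 488/Em 500-530) from Vif-expressing HeLa A3G-eYFP cells; more signal means A3G escaped Vif-mediated degradation. Cells plated overnight, compound pinned in, incubated overnight at 37 deg C.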
Numbers without * were called inactive; u = inconclusive; x = no result given; & = joins results of further samples; [ ] = remark or other dose. Unless noted, the call rests on the fitted dose curve; in most records, active means well fitted curve in the direction sought with a large enough effect; inconclusive means small, poorly fitted or top-dose-only effect, or another doubt; inactive means no such curve, though single readings can be large; an effect the other way counts as inactive or inconclusive. This is a subset, so the mix of outcomes need not match the whole.

LDHA block	RXFP1 ag	Vif-APOBEC3F blk	PI4K2A inh	USP1-UAF1 inh	TrxR1 substrate	Glioma ERSR ind	canonical_smiles	mIDH1 inhibitor	Vif-A3G inh
3	-2.3%	0%	-9	-22%	-8%	-2%	O=C(N/N=C/c1c(O)n(Cc2ccco2)c(=O)[nH]c1=O)c1ccccc1	2%	0%
-8	0.2%	-5%	-2	-25%	2%	-2%	Cc1ccc(-c2nn3nnnc3c3ccccc23)cc1	5%	-9%
0	-0.4%	-1%	3	-26%	-7%[57.1 µM]	-3%	O=C(NCCc1ccc(Cl)cc1)c1cccn1-c1nnc(N2CCCCC2)s1	-2%	-1%
-4	0.4%	4%	-19	1%	4%[57.1 µM]	4%	COc1ccc(OCCn2c(=O)sc3ccccc32)cc1	0%	-5%
-2	0.0%	-7%	-5	-9%	4%	-3%	O=C(C1CC1)N1CCc2cc(S(=O)(=O)N(CCO)Cc3ccccc3)ccc21	-1%	2%
-1	-1.6%	-14%	-1	0%	-8%	-2%	CCOC(=O)N1CCN(CC(O)COCc2cc(OC)c(OC)c(OC)c2)CC1 (centres undefined)	0%	-1%
-1	0.0%	6%	-19	-7%	3%[57.1 µM]	-4%	COc1cc2ncnc(NCc3cc(F)ccc3F)c2cc1OC	3%	-9%
1	-2.9%	-3%	2	-4%	-5%	-1%	CC1CCCC(C)N1CCNC(=O)C1CCN(S(=O)(=O)N2CCCCC2)CC1 (centres undefined)	-3%	2%
-19	x	x	3	x	x	-12%	COc1ccc(CC(N)c2csc(Nc3nncc4ccccc34)n2)cc1 (centres undefined)	x	1%
-3	-0.2%	-2%	-2	7%	-7%	-3%	NS(=O)(=O)c1ccc(NN=C2CCN(Cc3ccccc3)CC2)c([N+](=O)[O-])c1	5%	-2%
-9	-0.8%	-9%	1	-20%	-4%	-1%	CC(C)N1C(=S)SC(C)(C)C1n1oc(=O)n(-c2ccc(Cl)c(Cl)c2)c1=O (centres undefined)	17%	1%
-3	1.1%	6%	2	5%	7%	-4%	O=C(CCn1c(=O)[nH]c2ccccc2c1=O)Nc1ccccc1	3%	0%

Given in markdown: part of the list above
| molecule | LDHA block | RXFP1 ag | Vif-APOBEC3F blk | PI4K2A inh | USP1-UAF1 inh | TrxR1 substrate | Glioma ERSR ind | mIDH1 inhibitor | Vif-A3G inh |
| --- | --- | --- | --- | --- | --- | --- | --- | --- | --- |
| COc1ccc(OCCn2c(=O)sc3ccccc32)cc1 | -4 | 0.4% | 4% | -19 | 1% | 4%[57.1 µM] | 4% | 0% | -5% |
| O=C(C1CC1)N1CCc2cc(S(=O)(=O)N(CCO)Cc3ccccc3)ccc21 | -2 | 0.0% | -7% | -5 | -9% | 4% | -3% | -1% | 2% |
| CCOC(=O)N1CCN(CC(O)COCc2cc(OC)c(OC)c(OC)c2)CC1 (centres undefined) | -1 | -1.6% | -14% | -1 | 0% | -8% | -2% | 0% | -1% |
| COc1cc2ncnc(NCc3cc(F)ccc3F)c2cc1OC | -1 | 0.0% | 6% | -19 | -7% | 3%[57.1 µM] | -4% | 3% | -9% |

An excerpt from above in order of SMILES length, rising:
LDHA block	RXFP1 ag	Vif-APOBEC3F blk	PI4K2A inh	USP1-UAF1 inh	TrxR1 substrate	Glioma ERSR ind	canonical_smiles	mIDH1 inhibitor	Vif-A3G inh
-4	0.4%	4%	-19	1%	4%[57.1 µM]	4%	COc1ccc(OCCn2c(=O)sc3ccccc32)cc1	0%	-5%
-1	-1.6%	-14%	-1	0%	-8%	-2%	CCOC(=O)N1CCN(CC(O)COCc2cc(OC)c(OC)c(OC)c2)CC1 (centres undefined)	0%	-1%
-3	-0.2%	-2%	-2	7%	-7%	-3%	NS(=O)(=O)c1ccc(NN=C2CCN(Cc3ccccc3)CC2)c([N+](=O)[O-])c1	5%	-2%

The results go on.
LDHA block	RXFP1 ag	Vif-APOBEC3F blk	PI4K2A inh	USP1-UAF1 inh	TrxR1 substrate	Glioma ERSR ind	canonical_smiles	mIDH1 inhibitor	Vif-A3G inh
-2	-0.1%	u	-4	-18%	9%[57.1 µM]	2%	Cn1cnnc1SCC(=O)Nc1cc(C(F)(F)F)ccc1N1CCOCC1	3%	-1%
-3	-2.0%	0%	2	-6%	4%	0%	C/C(=C\c1ccccc1)C(=O)NC1CCSC1=O (centres undefined)	5%	-1%
-5	1.1%	0%	0	-18%	10%[57.1 µM]	-5%	CC(C)C(OC(=O)CN1C(=O)COc2ccccc21)C(=O)NC1CCCCC1 (centres undefined)	3%	-4%
-3	1.8%	1%	-3	-26%	-3%[57.1 µM]	-8%	CC1CCn2c(nc3cc(C(=O)NCCc4ccccc4)ccc32)C1 (centres undefined)	-5%	7%
-1	2.4%	1%	-4	u	4%[57.1 µM]	4%	O=C(COc1ccc2ccccc2c1)NCCn1ccc2ccccc21	1%	-3%
-14	3.3%	5%	3	-16%	-6%	-3%	CC(C)CC(=O)N1CCC(N(CCc2ccccc2)Cc2ccccc2)CC1	-5%	-3%
-1	7.2%	8%	-6	-1%	-8%	8%	CCN(CC)S(=O)(=O)c1ccc(Cl)c(NC(=O)COc2ccc(OC)cc2[N+](=O)[O-])c1	5%	1%
-3	0.6%	10%	-8	-6%	-5%	1%	CCOC(=O)c1sc(NC(=O)CSc2nnc(C(C)C)n2C)nc1C	3%	-5%
-6	-0.4%	3%	0	7%	13%[57.1 µM]	1%	COc1ccc(Cc2n[nH]c(=S)o2)cc1	11%	-4%
-2	-0.6%	-6%	2	-13%	-10%	-3%	Cc1cc(C)n(C(=O)c2ccc(Cl)c(F)c2F)n1	2%	1%
-2	-6.6%	-5%	3	-9%	14%[57.1 µM]	-4%	O=C(NCCCN1CCOCC1)C1CC(=O)N(C2CCCCC2)C1 (centres undefined)	-7%	-1%
-3	x	-7%	-5	-9%	-2%	-5%	Cc1ccc(S(=O)(=O)NC(=O)N2CCCC2)cc1	1%	-2%
-1	4.5%	-8%	8	-12%	0%	-3%	O=C(NCCCN1CCOCC1)c1ccc(Cl)cc1[N+](=O)[O-]	12%	4%
-7	-2.0%	18%	-24	-13%	-6%	-9%	Cc1csc(NC(=O)c2sccc2C)n1	-11%	-7%
-3	2.3%	-7%	0	u	2%&1%	-6%&-2%	O=C1CCN(Cc2ccccc2)S(=O)(=O)c2ccc(F)cc21	9%	1%&1%
5	0.6%	2%	-2	-26%	-3%[57.1 µM]	-6%	Cc1ccc(S(=O)(=O)N2CCCc3cc(NS(=O)(=O)c4cc(F)ccc4F)ccc32)cc1	5%	-10%
-3	0.2%	13%	-9	-10%	4%[57.1 µM]	-3%	O=C(O)CSc1nnc(COc2cccc3cccnc23)n1-c1ccc(Cl)cc1	4%	0%
-3	0.3%	-3%	-4	10%	1%	1%	O=C(CCn1cccc1)NCc1ccc2c(c1)OCO2	-1%	1%
-2	4.0%	0%	7	-19%	1%	-2%	Cc1ccc(-c2nc(CS(=O)(=O)CC(=O)NCCCN3CCOCC3)c(C)o2)cc1	-3%	3%
3	2.9%	0%	0	-14%	0%[57.1 µM]	1%	COc1cc(NC(=O)C2Cc3ccccc3N2C(=O)c2ccccc2)cc(OC)c1 (centres undefined)	9%	-2%
1	0.1%	-16%	-2	-21%	-1%	-3%	Cc1ccc(NC(=O)CN(C)C(=O)C2CC(=O)N(Cc3ccccc3)C2)cc1 (centres undefined)	8%	-1%
-12	-1.2%	-14%	-2	3%	-1%[57.1 µM]	-3%	COCCCNC(=O)CN(CCc1ccccc1)S(=O)(=O)c1ccc(OC)cc1	4%	1%
-6	x	x	6	x	x	-2%	COc1ccc(S(=O)(=O)NC(=O)C2(C)CCN2C(=O)c2c(C)noc2C)cc1 (centres undefined)	x	0%
-9	1.2%	-1%	-3	-1%	4%[57.1 µM]	-3%	COC(=O)Nc1ccc(Cn2cc(C(F)(F)F)ccc2=O)cc1	0%	0%
-1	2.5%	-18%	6	-25%	-23%	-2%	COc1ccc(CCNC(=O)CCCn2ncn3c(cc4occc43)c2=O)c(OC)c1	0%	-7%
-13	2.7%	-27%	-3	-16%	4%	-2%	CC(=O)c1ccc(C(=O)N2CCC(n3nccc3NC(=O)C3CC3)CC2)cc1	-1%	0%
1&-4	-0.1%	-7%	-29	-9%	111%[activator][57.1 µM]	1%	Cc1ccc(-c2cc(C(=O)NCc3ccco3)c3ccccc3n2)s1	-4%	-7%
-6	0.3%	0%	-1	-1%	2%[57.1 µM]	-3%	CCOc1cc2[nH]c(=O)n(CCCCC(=O)N3CCN(c4ccccc4)CC3)c(=O)c2cc1OCC	-5%	0%
-3	0.2%	-2%	1	-23%	1%[57.1 µM]	-1%	COc1ccc(NC(=O)C(=O)NCCN2CCN(C(=O)c3ccc(C(C)(C)C)cc3)CC2)cc1	2%	5%
-19	0.6%	-5%	5	-8%	0%	1%	CCOC(=O)CSc1nnc2n1C(C)(C)Cc1ccccc1-2	-2%	2%
-6	4.7%	3%	-2	-19%	-2%[57.1 µM]	-1%	CC(C)CN(CCCNC(=O)c1cc(=O)[nH]c2ccc(S(=O)(=O)N3CCCCCC3)cc12)CC(C)C	-5%	-2%

From PubChem BioAssay
